CHT allo act: CHT positive allosteric modulators, primary screen, cell-based, membrane potential dye, choline EC20; CHT-expressing cells; stronger effect = higher value; LV-AA mutant CHT in HEK293 cells; B-score at 10 µM; AID 488977, 2010; hit rate 0.49% among 310,000;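 active = initial fluorescence not abnormally high and integrated response B-score, plate-corrected, over 3 SD above library mean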
Target sequence (Q9GZV3 whole entry, looked up): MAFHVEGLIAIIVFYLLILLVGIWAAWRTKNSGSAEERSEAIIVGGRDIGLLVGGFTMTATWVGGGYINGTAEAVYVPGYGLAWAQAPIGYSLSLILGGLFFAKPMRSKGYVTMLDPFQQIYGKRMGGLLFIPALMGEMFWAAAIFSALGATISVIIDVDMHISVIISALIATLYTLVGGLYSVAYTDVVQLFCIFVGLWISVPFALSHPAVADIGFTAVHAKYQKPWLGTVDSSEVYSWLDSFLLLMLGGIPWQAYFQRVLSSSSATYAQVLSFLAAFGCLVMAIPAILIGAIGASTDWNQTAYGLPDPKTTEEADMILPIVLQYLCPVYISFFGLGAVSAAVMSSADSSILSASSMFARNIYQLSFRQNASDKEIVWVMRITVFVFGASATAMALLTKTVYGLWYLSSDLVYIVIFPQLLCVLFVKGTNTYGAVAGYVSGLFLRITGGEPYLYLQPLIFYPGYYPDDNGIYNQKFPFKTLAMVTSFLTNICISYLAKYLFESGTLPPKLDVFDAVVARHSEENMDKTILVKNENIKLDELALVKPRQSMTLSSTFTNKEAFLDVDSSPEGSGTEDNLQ
OX1R antagonist: OX1R (HCRTR1) antagonists, primary screen, fluorescence, CHO/OX1R cells, Fluo-8 calcium, orexin A. hit rate 0.43% among 330,000. Fluo-8 calcium fluorescence. inhibition, % at 5 µM;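 active = inhibition above its plate's threshold, mean inhibition of all tested compounds on the plate plus 3 SD, cut at about 37% in these data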;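 also: 0% = orexin A challenge wells and 100% = SB-334867-A antagonist wells; not every result past the cut was called active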
Target sequence (O43613 whole entry, looked up): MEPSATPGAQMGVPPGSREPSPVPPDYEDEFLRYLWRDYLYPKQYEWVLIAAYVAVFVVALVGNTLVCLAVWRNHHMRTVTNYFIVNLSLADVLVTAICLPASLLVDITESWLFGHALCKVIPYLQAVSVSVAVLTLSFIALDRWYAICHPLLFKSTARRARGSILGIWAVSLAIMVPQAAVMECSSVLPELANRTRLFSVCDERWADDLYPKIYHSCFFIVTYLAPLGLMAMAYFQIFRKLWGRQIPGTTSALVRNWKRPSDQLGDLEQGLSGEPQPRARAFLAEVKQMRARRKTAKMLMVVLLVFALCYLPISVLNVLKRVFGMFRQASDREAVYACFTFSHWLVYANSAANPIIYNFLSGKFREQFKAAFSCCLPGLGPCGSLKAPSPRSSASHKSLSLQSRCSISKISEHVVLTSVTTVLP
Starred values were filed as active, the others as inactive; i = inactive; · = no result given.

SMILES	CHT allo act	OX1R antagonist
CCCOc1ccc(C(=O)N2CCCC2)cc1OC	i	-13
Cc1ccc(NC(=O)CN2C(=O)S/C(=C\c3cccn3-c3cccc(C(=O)O)c3)C2=O)cc1C	i	-7
CN(C)c1nc2n(c(=S)n1)CCS2	i	7
CCn1ncc(/C=N\NC(=O)COc2ccccc2)c1C	i	-7
CNc1cc([N+](=O)[O-])ccc1OCc1ccccc1	i	-27
O=C(COC(=O)C12CC3CC(CC(O)(C3)C1)C2)NC(=O)NCc1ccco1	i	-19
COc1ccc(Oc2c(Cl)cnn(-c3ccc(C)cc3)c2=O)cc1	i	-27
Cc1cc(=O)n(-c2ccc(C(=O)O)cc2)[nH]1	i	-11
CCOC(=O)CNC(=O)N1CCCC(CNS(=O)(=O)Cc2ccccc2)C1 (stereo not given)	i	-14
NC(=O)N\N=C/C=C/C=C/c1ccc(F)cc1	i	-2
CC(C)C(=O)N=C1SC2CS(=O)(=O)CC2N1Cc1ccc(Cl)cc1 (stereo not given)	i	-3
Cc1ccc(S(=O)(=O)N(Cc2cccc(Cl)c2)C(=O)N2CCN(C)CC2)cc1	i	26
O=C(N1CCN(c2ccc(F)cc2)CC1)C1(c2cccs2)CCOCC1	i	-17
CC(NC(=O)Nc1ccccn1)N1C(=O)C2C3C=CC(C3)C2C1=O (stereo not given)	i	-10
CCCCN(C)C(=O)c1nc2ccccn2c1CN1CCN(C/C=C/c2ccccc2)CC1	i	-17
CCOC(=O)CC(NC(=O)c1ccco1)c1ccccc1Cl (stereo not given)	i	-11
CC(=O)N1CCN(C(=S)NC(=O)c2ccc(S(=O)(=O)N3CCOCC3)cc2)CC1	i	1
O=C(CSc1ccc(F)cc1)NC1CCCCC1	i	-4
COc1ccc(C(=O)COC(=O)CN2C(=O)C3CC=CCC3C2=O)c(OC)c1 (stereo not given)	·	-6
Cc1sc2nc(C3CC3)nc(NCCNS(=O)(=O)c3ccccc3)c2c1C	i	2
OC(CNCc1ccc(Cl)c(Cl)c1)c1ccccc1 (stereo not given)	i	-12
Cc1ccc2c(c1)cc1c(=O)n(CC(=O)N3CCCC3)nc(C)n12	i	-5
Cc1cccc(CNc2ccc(S(=O)(=O)N3CCCCC3)cc2)c1	·	16
O=C1Cc2ccccc2C(c2ccc(Cl)cc2)N1 (stereo not given)	i	1

Single entries from the list:
`CN(C)c1nc2n(c(=S)n1)CCS2` | OX1R antagonist: 7
`Cc1ccc2c(c1)cc1c(=O)n(CC(=O)N3CCCC3)nc(C)n12` | OX1R antagonist: -5
`CC(C)C(=O)N=C1SC2CS(=O)(=O)CC2N1Cc1ccc(Cl)cc1` (stereo not given) | OX1R antagonist: -3
`Cc1ccc(NC(=O)CN2C(=O)S/C(=C\c3cccn3-c3cccc(C(=O)O)c3)C2=O)cc1C` | OX1R antagonist: -7
`O=C(N1CCN(c2ccc(F)cc2)CC1)C1(c2cccs2)CCOCC1` | OX1R antagonist: -17
`CCCOc1ccc(C(=O)N2CCCC2)cc1OC` | OX1R antagonist: -13

Next section
SMILES	CHT allo act	OX1R antagonist
O=C(COC(=O)c1ccc([N+](=O)[O-])cc1)NC1CCCC1	i	3
O=c1[nH]c2ccc(S(=O)(=O)NCc3ccccn3)cc2s1	i	-9
O=CNC(=O)c1ccccc1C(=O)O	i	-14
CSCC[C@H](NC(=O)C1CCN(C(=O)[C@@H](N)Cc2ccccc2)CC1)C(=O)O	i	4
Cc1cccc(C)c1N1C(=O)[C@@H]2C(c3ccccc3Cl)=NO[C@@H]2C1=O	i	-14
COc1ccc(OC)c(NC(=O)Cc2nn(C)c(=O)c3ccccc23)c1	i	9
O=C(Cn1ncc2ccccc21)N1CCc2ccccc21	i	-23
CC(OC(=O)c1c(F)cccc1F)C(=O)NCCC1=CCCCC1 (stereo not given)	·	-22
CN1CCN(C(=O)c2sc(=S)n(-c3ccccc3)c2N)CC1	i	-4
CCCCNc1c(-c2cccc(-c3ccc(OC)cc3)c2)nc2cc(C)ccn12	·	39
CNNC(=O)C(C)NC(=O)c1ccc(Br)cc1 (stereo not given)	i	1
Cc1ccc(NC(=O)O/N=C/c2cccc([N+](=O)[O-])c2)cc1	i	-4

Five compounds out of the list above, ordered by their value in OX1R antagonist, low to high.
| Structure | OX1R antagonist |
| --- | --- |
| COc1ccc(Oc2c(Cl)cnn(-c3ccc(C)cc3)c2=O)cc1 | -27 |
| O=CNC(=O)c1ccccc1C(=O)O | -14 |
| O=c1[nH]c2ccc(S(=O)(=O)NCc3ccccn3)cc2s1 | -9 |
| CC(=O)N1CCN(C(=S)NC(=O)c2ccc(S(=O)(=O)N3CCOCC3)cc2)CC1 | 1 |
| CSCC[C@H](NC(=O)C1CCN(C(=O)[C@@H](N)Cc2ccccc2)CC1)C(=O)O | 4 |

An excerpt from the list above, as a working copy:
SMILES	CHT allo act	OX1R antagonist
O=C(COC(=O)c1ccc([N+](=O)[O-])cc1)NC1CCCC1	i	3
O=c1[nH]c2ccc(S(=O)(=O)NCc3ccccn3)cc2s1	i	-9
O=CNC(=O)c1ccccc1C(=O)O	i	-14
CSCC[C@H](NC(=O)C1CCN(C(=O)[C@@H](N)Cc2ccccc2)CC1)C(=O)O	i	4

Additional compounds follow:
SMILES	CHT allo act	OX1R antagonist
Cc1ccc(NC(=O)C2CC(=O)NC(Nc3cccc(C)c3)=N2)cc1 (stereo not given)	i	-3
O=C(NCCN1CCCCCC1)c1ccc(CS(=O)(=O)c2ccc(Br)cc2)o1	i	-8
CN(C)c1ccc(-c2nn3c(-c4cccnc4)nnc3s2)cc1	i	4
O=C(Cc1ccc(Cl)cc1)NCCS(=O)(=O)N1CCN(c2ccccc2)CC1	i	-19
CN(c1ccccc1C(=O)N1CCN(Cc2ccc3c(c2)OCO3)CC1)S(C)(=O)=O	i	-19
CCOC(=O)C1CCCN(C2=NC(=O)/C(=C/c3ccc(N(C)C)cc3)S2)C1 (stereo not given)	i	14
CC(C)OCC(O)CN1CCC(Cc2ccccc2)CC1 (stereo not given)	i	-4
CCOC(=O)c1c(C)[nH]c(NC(=O)NNC(=O)c2ccc(OC)cc2)c1C	·	-13
CC(=O)NCCCNc1ccc([N+](=O)[O-])cc1	i	9
COc1cc(-c2noc(C)c2/C=C/c2cccc([N+](=O)[O-])c2)cc(OC)c1OC	i	0
CC(C)(C)SCCNC(=O)c1ccc(Cl)c(S(=O)(=O)N2CCOCC2)c1	i	-3
CC1CCN(S(=O)(=O)c2ccc(S(=O)(=O)NCC3COCCO3)cc2)CC1 (stereo not given)	i	-22
CCc1ccc(NC(=O)c2cc(-c3ccc(F)cc3)on2)cc1	i	1
COC(CNC(=O)Cn1ncc2ccsc2c1=O)OC	i	-21
COc1ccc(CCNC(=O)COC(=O)/C=C/c2cccs2)cc1	i	-6
O=C1Nc2ccc(Br)cc2C1(O)c1ccccc1 (stereo not given)	i	-7
CCOC(=O)c1ccc(-n2c(CN3CCC(O)CC3)nc3ccc([N+](=O)[O-])cc3c2=O)cc1	i	4
O=C(COCC(=O)NCc1ccccc1)NCc1ccccc1	i	-14
Cc1nn(C)c(-c2n[nH]c(=S)n2Cc2ccco2)c1Cl	i	-21
CCOc1cccc(C(=O)NC(=S)Nc2ccc(Cl)cc2C(=O)O)c1	i	-23
CCC(C)c1ccc(S(=O)(=O)N2CCN(CC(O)CN3CCOCC3)CC2)cc1 (stereo not given)	·	-22
CCCCCCNCC(=O)N1CCC(Cc2ccccc2)CC1	i	-26
CCOC(=O)c1ccc(NC(=O)N2CCc3ccccc32)cc1	i	-22
CS(=O)(=O)N(CC(=O)NCC1CCCO1)c1cc(Cl)ccc1Cl (stereo not given)	i	-14
O=C(NNC(=O)c1ccc(-c2ccc([N+](=O)[O-])cc2)o1)c1ccncc1	·	-11
Cc1ccc(CCNC(=O)Cn2ccc3cc(S(=O)(=O)N4CCCC4)ccc32)cc1	i	22
Cc1cccc2sc(NNC(=O)c3cc(-c4cccs4)nc4ccccc34)nc12	i	-14
O=C(NCCC1=CCCCC1)c1ccc(Cl)c(S(=O)(=O)N2CCOCC2)c1	i	-25
CC(=O)Nc1ccccc1Nc1cc(C#N)c(C#N)cc1[N+](=O)[O-]	i	-17
CN(C)C1(CN=Cc2cc(Cl)cc([N+](=O)[O-])c2O)CCCCC1	i	-12
COc1cc(C(=O)NN2C(=O)NC3(CCC(C)CC3)C2=O)ccc1OC(F)F (stereo not given)	·	-28
O=[N+]([O-])c1cc(Cl)cc(/C=N/n2cnnc2)c1O	i	-11
CCC1CCCCN1C(=O)COC(=O)c1ccc(Br)o1 (stereo not given)	·	3
CCOc1ccc(-n2c(SCC(=O)N3CCC(C(=O)O)CC3)nc3ccccc3c2=O)cc1	i	-12
Cc1cc(C(=O)CSc2nnc(C3COc4ccccc4O3)n2C)c(C)n1-c1ccc(F)cc1 (stereo not given)	i	-37
O=C(CN1CCOCC1)N1c2ccccc2Sc2ccccc21	i	-9
O=C(O)C1Sc2[nH]c(=O)sc2C2c3cc(Cl)ccc3OC(=O)C12 (stereo not given)	i	1
CCOC(=O)C1CCN(Cc2ccc(O)c(OC)c2)CC1	i	-25
C=CCNC(=S)NCc1ccccc1OC	i	-16
CCOC(=O)c1ccc(NC(=S)NCc2ccccc2)cc1	i	-8
O=C1C2C3CC(C2C(=O)N1c1cccc(Cl)c1)[C@H](O)C3O (stereo not given in full)	i	8
CCN(Cc1ccccc1)C(=O)CN1C(=O)COc2ccc(S(=O)(=O)NC3CCCC3)cc21	i	-20
Cc1ccc(NS(=O)(=O)c2ccc(C(=O)NCC(c3ccco3)N3CCCCC3)cc2)cc1 (stereo not given)	i	-3
c1ccc2c(c1)nc1n2CCN1CCNC1CCCCC1	i	-6
O=C(NCc1ccc(F)cc1)C1CCN(S(=O)(=O)c2cccc3nonc23)CC1	i	-18
O=C(Nc1nnc(-c2ccco2)o1)C1CCCCC1	i	7
O=C(NCCc1ccc(Cl)cc1)c1cccc(NC2=NC3CS(=O)(=O)CC3S2)c1 (stereo not given)	i	-15
COC(=O)c1cnc2c(C(F)(F)F)cccc2c1OC	i	-11

Compound profiles (already shown):
`CCOC(=O)C1CCN(Cc2ccc(O)c(OC)c2)CC1` is listed as CHT allo act = i; OX1R antagonist = -25
`c1ccc2c(c1)nc1n2CCN1CCNC1CCCCC1` is listed as CHT allo act = i; OX1R antagonist = -6

(listing goes on)
SMILES	CHT allo act	OX1R antagonist
Cc1c(C(=O)OCC(=O)NCC2CCCO2)oc2ccccc12 (stereo not given)	·	-20
O=C(N/N=C/c1c(F)cccc1Cl)c1ccc(Cn2cc(Br)cn2)o1	i	-24
O=C(NCCCn1ccnc1)Nc1ccc(Cl)cc1	i	-4
NC(=O)CC(NC(=O)Cc1cccc2ccccc12)c1ccc(NC2CCCCC2)c([N+](=O)[O-])c1 (stereo not given)	i	-22
COc1cc(/C=N/NC(=O)CN(Cc2ccccc2)S(=O)(=O)c2ccc3c(c2)OCCO3)ccc1O	i	-26
CCOCCCNc1nc2c(-c3ccccc3)nnn2c2ccccc12	i	-25
Cc1cc(/C=C2/NC(=O)NC2=O)c(C)n1-c1cccnc1	i	4
COc1ccc(S(=O)(=O)N(C)CC(=O)N2CCC(C(N)=O)CC2)cc1	i	-2
C=C(C)COc1ccc(-c2n[nH]c(C)c2-c2ccccc2)c(O)c1	i	31
CCOc1ccc(CC(=O)NCC(=O)NCc2cc(=O)n(C)c(=O)n2C)cc1	i	-1
COc1ccc(NC(=O)C(=S)NC2CCCCC2)cc1	i	-20
O=C(CCl)N1CCN(S(=O)(=O)Cc2ccccc2)CC1	·	-7
COc1ccc(N2CCN(C(=O)CCc3ccc(S(=O)(=O)NCC(C)C)cc3)CC2)cc1	i	-7
Cc1ccn(Cc2n[nH]c(=S)n2Cc2ccccc2)n1	i	-7
CCn1c(O)c2ccc(C(=O)N=NC(=O)c3ccccc3)cc2c1O	i	0
CCNC(=O)NC(=O)CSc1ccc(NC(C)=O)cc1	i	-11
CCN(CC)CCCNc1nc(-n2nc(C)cc2C)nc2sc3c(c12)CC(C)(C)OC3	i	-29
O=C(Nc1ccccc1C(=O)O)c1cc(S(=O)(=O)N2CCCCC2)c(Cl)cc1Cl	i	-19
O=C(C1CCN(S(=O)(=O)c2cnc[nH]2)CC1)N1CCc2ccccc2C1	i	-2
COc1cccc(CNC(=O)Cc2ccc(Br)cc2)c1	i	-25
O=C(Cn1c(=O)n(Cc2ccccc2)c(=O)c2ccccc21)NCc1ccco1	i	-23
O=C(CSc1n[nH]c(-c2ccc(S(=O)(=O)NC3CCCCC3)cc2)n1)N1CCCC1	i	-12
O=C(NNC(=O)c1cc(-c2ccccc2Cl)nc2ccccc12)c1csc(N2CCOCC2)n1	i	-34
CC(C)Cc1nnc(NC(=O)CSc2nc(=O)cc(N)n2-c2ccccc2)s1	i	-22
O=C(Nc1ccc(S(=O)(=O)N2CCOCC2)cc1)c1cc(-c2ccccc2O)n[nH]1	i	-3
CC(=O)Nc1ccc(N=c2cc([N+](=O)[O-])cc(Cl)n2O)cc1	i	-5
O=C(CSc1ncccn1)Nc1ccc2c(c1)OCO2	·	-8
CCCNC(=O)c1ccccc1NC(=O)COc1cccc2c1OC(C)(C)C2	i	-18
CCN1CCN(c2ccc([N+](=O)[O-])cc2C(=O)c2ccc(Cl)cc2)CC1	8.7*	-11
C/C(CC(=O)Nc1cc(Cl)ccc1Cl)=N\NC(=O)c1ccco1	i	-33
O=C(Nc1ccc([N+](=O)[O-])cn1)C1CCCCC1	i	-20
CCn1cc(S(=O)(=O)CC(=O)Nc2cccc(C)c2)c2ccccc21	i	-18
CCOC(=O)c1c(C)[nH]c(C(=O)OCC(=O)c2c(N)n(C)c(=O)n(C)c2=O)c1C	i	-26
CN(C)CCCNC(NC(=O)/C=C/c1ccccc1)C(Cl)(Cl)Cl (stereo not given)	i	-10
CC(C)c1ccc(OCC(=O)N2CCN(c3ccccn3)CC2)c(Br)c1	i	-45

Compound activity deposited in PubChem by several laboratories.
